Screening data deposited in PubChem BioAssay by Southern Research Specialized Biocontainment Screening Center.
M. tuberculosis = growth inhibition of non-replicating M. tuberculosis (AID 488890). Mycobacterium tuberculosis non-replicating, growth inhibition; higher % means a stronger effect. 0.39% of 320,000 active. inhibition, % at 25 µM, or IC50 in µM where a hit was titrated; in the data active means a potency from the dose series; inconclusive means inhibition mostly from about 82% at the one dose, without a potency; inactive means the rest, 99 in 100 with inhibition below about 76%;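 further: plate controls were DMSO cells for no effect and high antibiotic wells for full effect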
H37Rv inhibition = M. tuberculosis growth inhibition, HTS (AID 449762); 0.59% of 330,000 active; inhibition, % at 25 µM; hits with a dose series show IC50 in µM; M. tuberculosis H37Rv growth inhibition, 7H9 media; higher % means a stronger effect; in the data active means a potency from the dose series; inconclusive means inhibition above about 70% without an active follow-up result;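 further: bacterial growth assessed after seven days of incubation; strong numbers were not always called active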
inhibitors of VEEV = inhibitors of VEEV TC-83 cytopathic effect, confirmation, Vero cells (AID 588727). Vero cells, VEEV TC-83 cytopathic effect inhibition; higher % means a stronger effect. inhibition, % at 20 µM, or IC50 in µM where a hit was titrated. 0.13% of 350,000 active; in the data active means a potency from the dose series; inconclusive means inhibition mostly from about 14% at the one dose, without a potency; inactive means the rest, 99 in 100 with inhibition below about 12%; further: strong numbers were not always called active
PhoP GFP inhibition = Inhibition of PhoP regulon, Salmonella typhi GFP reporter cells, confirmation, 4 h (AID 1850); Salmonella Typhi PhoP-promoter GFP reporter, fluorescence, 4 h; higher % means a stronger effect; one-dose inhibition, % at 50 µM; IC50 in µM for titrated hits; 0.33% of 310,000 active; in the data active means a potency from the dose series; inconclusive means inhibition mostly from about 25% at the one dose, without a potency; inactive means the rest, 99 in 100 with inhibition below about 19%;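 further: 0% = induced wells with vehicle and 100% = uninduced wells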
H1N1 NS1A inhibition = H1N1 influenza NS1A inhibitors, functional cell based assay (AID 504329); 0.3% of 340,000 active; inhibition, % at 12.5 µM, or IC50 in µM where a hit was titrated; NS1A functional cell-based assay, percent inhibition; higher % means a stronger effect; in the data active means a potency from the dose series; inconclusive means inhibition above about 27% without an active follow-up result; further: strong numbers were not always called active
inhibitors of VEEV 10K pilot screen = recorded beside inhibitors of VEEV, whose call it bears; inhibition, %; measured here: 10K pilot screen inhibition
An asterisk follows results filed as active; i = inactive; ? = inconclusive; . = no result given.

SMILES | M. tuberculosis | H37Rv inhibition | inhibitors of VEEV | PhoP GFP inhibition | H1N1 NS1A inhibition | others
CN(C(=O)COc1ccc(Cl)cc1Br)C1CCCCC1 | 42.3% | -2.7% | 3.4% | 8.2% | -11.7%
CC(C)(C)NC(=O)COC(=O)c1ccc2c(c1)C(=O)N(Cc1ccco1)C2=O | -4.4% | 6.0% | i | -6.9% | 7.6%
COc1ccccc1N1N=C(c2cccs2)CC1c1ccccc1 (stereo unspecified) | 69.3% | 12.8% | 1.8% | -8.3% | -37.7%
CC(=O)N(C)c1ccc(C(O)(C(F)(F)F)C(F)(F)F)cc1 | 8.1% | 2.2% | 1.0% | 12.0% | -5.2%
CCOc1ccc(NC(=O)CN(C)C(=O)c2ccc(N3CCCCCC3)c([N+](=O)[O-])c2)cc1OCC | 20.5% | 28.3% | 8.7% | 6.7% | 10.1%
CCOC(=O)CCN1C(=O)c2ccccc2Sc2ncccc21 | -6.0% | 3.4% | 0.5% | 6.7% | 0.5%
Cc1cccc(C)c1NC(=O)C1CCCN1C(=O)Nc1cccc(F)c1 (stereo unspecified) | -24.7% | -9.3% | 0.8% | -0.9% | 5.9%
C/C(N)=C(/C#N)C(=O)CSc1nc2cc(Cl)ccc2c(=O)n1-c1ccc(C)cc1 | 2.7% | -1.2% | i | 2.5% | -6.9%
C=CCOc1ccc(CNn2c(C)n[nH]c2=S)cc1OC | -2.8% | -0.6% | i | 4.5% | -4.1% | inhibitors of VEEV 10K pilot screen=1.0
CC(C)CCNC(=O)CN(C(=O)CCC(=O)Nc1ccccn1)c1ccc(F)c(Cl)c1 | 13.0% | 1.6% | 7.0% | 7.0% | 0.3%
COc1cc(OC)nc(Oc2cccc(Cl)c2C)n1 | -6.8% | 47.0% | i | 6.5% | .
O=C(NCCCO)C(=O)NCC(c1ccc2c(c1)OCO2)N1CCN(c2ccc(F)cc2)CC1 (stereo unspecified) | -4.5% | 10.5% | 1.8% | -8.4% | -3.7%
CS(=O)(=O)N1CCc2cc(C(=O)Nc3ccccc3Br)ccc21 | 1.6% | 4.5% | 3.7% | 9.0% | 0.3%
COc1ccc(OC)c(S(=O)(=O)N(C)CC(=O)N2CCc3ccccc3C2)c1 | 12.5% | 0.1% | 2.3% | -1.9% | -1.2%
O=C(N/N=C/c1ccc2c(c1)OCO2)C(=O)Nc1ccccc1 | -13.8% | 1.0% | i | -7.2% | -5.8%
Cc1ccc(CNC(=O)CSc2nc(C)cc(C)c2C#N)cc1 | -2.7% | 11.8% | i | -11.1% | 3.0%
CCOc1cccc(C2/C(=C(/O)c3ccc4c(c3)CC(C)O4)C(=O)C(=O)N2Cc2ccncc2)c1 (stereo unspecified) | 8.2% | -3.6% | 0.6% | -4.5% | -1.8%
COc1ccccc1-c1n[nH]c(=S)n1Cc1ccco1 | 20.6% | 4.0% | . | 7.0% | .
COC(=O)c1ccc(C(=O)OC)c(NC(=O)CSc2nnc(-c3ccccc3Cl)o2)c1 | 1.6% | 9.0% | 8.3% | -2.0% | 0.5%
O=C(O)CNC(=O)/C(=C/c1cccc([N+](=O)[O-])c1)NC(=O)c1ccco1 | -15.4% | -8.6% | i | -2.0% | 21.9%
C/C(=N\NC(=O)c1nnn(-c2nonc2N)c1CSc1ccccc1)c1ccco1 | 5.0% | -2.9% | 0.4% | 5.6% | -7.7%
O=C(OCCCN1CCCC1)C1(c2ccccc2)CCCC1 | 12.4% | -4.0% | 1.0% | 2.3% | -0.7%
CCc1ccccc1N(CC(=O)N1CCCCCC1)S(C)(=O)=O | -8.3% | 4.1% | 2.2% | -9.1% | -25.8%
O=C(COC(=O)c1cc(Br)ccc1Cl)NC1CC1 | . | . | 0.2% | . | -1.1%
CC1CCCN(S(=O)(=O)c2cc(Cl)ccc2Cl)C1 (stereo unspecified) | 12.0% | -4.5% | i | 7.4% | -11.0%
C=CCn1c(-c2ccccc2[N+](=O)[O-])n[nH]c1=S | -11.6% | -9.3% | 0.5% | 5.7% | -2.5%
Cc1ccc(S(=O)(=O)N2CCN(C(=O)c3cccs3)CC2)cc1 | 3.5% | 1.8% | i | 13.7% | -4.2%
CCOc1ccc(NC(=O)CN2CCN(CC(=O)Nc3ccc(F)c(F)c3)CC2)cc1 | -11.4% | 0.1% | 1.8% | 10.3% | 9.6%
COc1ccc(-n2c(SC(CN3CCCCC3)CN3CCCC3=O)nc3ccccc3c2=O)cc1 (stereo unspecified) | 25.6% | 8.1% | 0.5% | -7.1% | 16.6%
COCCNC(=O)CN(C(=O)CCC(=O)Nc1ccccn1)c1ccc(C)c(C)c1 | 20.4% | 3.9% | 0.6% | 0.2% | -3.4%
COC(=O)c1c[nH]c2c1-c1cc(C(=O)OCc3ccccc3)n(S(=O)(=O)c3ccc(C)cc3)c1C(=O)C2=O | . | . | 7.2% | . | -15.5%
CCn1c(SCC(=O)N2CCOCC2)nnc1-c1ccco1 | -4.3% | 2.4% | 1.9% | -0.7% | -0.3%
CC[C@]12c3[nH]c4ccc(Cl)cc4c3CCN1C(=O)[C@@H](CC(=O)NCCN1CCOCC1)C[C@@H]2C(=O)N1CCN(C(=O)c2ccco2)CC1 | . | . | i | . | -20.1%
C=CCn1c(-c2cccc(OC)c2)nc2nc3ccccc3nc21 | 39.5% | 6.0% | 1.7% | 0.0% | 0.9%
COc1cccc(NC2=NCC(=O)N2Cc2cccs2)c1 | -3.2% | -3.9% | 1.7% | 9.7% | -0.2%
OCCN1CCN(CCO)C1=S | . | . | 2.7% | . | -10.5%
COc1ccc(N(C(C)C(=O)NCc2ccco2)S(C)(=O)=O)cc1 (stereo unspecified) | 6.1% | -2.1% | i | -3.2% | -6.5%
CCn1c(SCC(=O)NC2CCCCC2)nc2c(c1=O)SC(C)C2 (stereo unspecified) | 10.5% | -1.1% | 0.7% | 2.4% | -3.5%
CCOc1cc(CNCCc2ccccc2F)ccc1OC | -4.5% | 2.5% | i | -3.3% | -37.8%
COc1ccc(/C=N/NC(=O)CC(=O)N/N=C/c2ccc(OC)cc2)cc1 | -3.3% | 0.6% | i | -8.8% | 7.1%
O=C(COC(=O)CCc1ccccc1)NCc1ccc2c(c1)OCO2 | 11.5% | 1.1% | 3.1% | . | -4.6%
COc1ccc(Cn2c(/C=C/c3ccccc3)nc3ccccc32)cc1 | 20.5% | 17.0% | i | 1.0% | -16.9% | inhibitors of VEEV 10K pilot screen=1.7
Cc1ccc(NC(=O)CCC(=O)NNC(=S)Nc2ccc(F)cc2F)cc1C | -5.3% | 0.0% | 0.9% | -6.5% | -4.5%
CCn1ncc(C2C(C(=O)Nc3ccc(C)cn3)=C(C)NC3=C2C(=O)CCC3)c1C (stereo unspecified) | 2.7% | -7.4% | 0.9% | 1.1% | 3.1%
Cc1ccc(S(=O)(=O)N(CCC#N)CCN2CCCC2)cc1 | 1.3% | -5.2% | 1.9% | -2.7% | 6.0%
O=S1(=O)CC(O)C(NCc2cccnc2)C1 (stereo unspecified) | -7.8% | -2.5% | i | 3.4% | -8.7%
COCCCNC(=O)c1c[nH]c2ccc(S(=O)(=O)N3CCC4(CC3)OCCO4)cc2c1=O | 9.4% | -4.8% | 0.3% | 6.7% | 2.1%
CCSC1=N/C(=C\c2ccc(C)s2)C(=O)S1 | ? | -0.6% | i | -3.1% | 4.1% | inhibitors of VEEV 10K pilot screen=3.7
N=c1n(CCN2CCCCC2)c2ccccc2n1CC(O)c1ccco1 (stereo unspecified) | -3.8% | -4.9% | 2.8% | -2.0% | 1.3%
CC1Cc2ccccc2N1C(=O)CSc1nnc(C2CC2)n1C (stereo unspecified) | -11.4% | 0.0% | 0.1% | -6.3% | -2.5%
Cc1ccc(S(=O)(=O)N2CCN(c3ccc([N+](=O)[O-])c(Sc4nncn4C)c3)CC2)cc1 | 27.3% | -10.9% | 3.1% | 5.2% | 1.8%
COc1ccc(OC)c(S(=O)(=O)NC(C)(C)C)c1 | -4.7% | -6.9% | 0.4% | -7.2% | -3.3%
Cn1cnnc1SCc1ccc(C(=O)n2ncc(C#N)c2N)cc1 | -3.5% | 2.3% | 7.0% | 6.6% | 6.1%
CC1CCC(NC(=O)C2CCN(S(=O)(=O)c3ccc4nc5c(c(C(=O)O)c4c3)CC(C)CC5)CC2)CC1 (stereo unspecified) | 0.2% | -5.3% | 2.0% | -10.1% | -14.1%
O=C(c1ccc(N2CCCC2=O)cc1)N1CCN(c2ccccc2Cl)CC1 | 25.5% | 5.4% | 1.1% | . | -21.6%
O=C(Nc1nccs1)c1ccc2ccccc2n1 | ? | ? | i | 1.0% | -8.5%
CCCCN(C)C(=O)c1cc2cc3ccc(OC)cc3nc2o1 | . | 3.5% | 1.7% | 9.4% | -25.2%
O=C(CN1C(=O)S/C(=C/C=C/c2ccccc2)C1=O)Nc1ccc(C(=O)O)cc1 | 2.8% | -2.2% | 1.3% | 7.8% | -5.6%
Cc1ccccc1-c1cccc([C@@H]2C[C@H]3[C@H](CON3C)CN2S(=O)(=O)c2ccccc2C)c1 | . | . | 4.0% | . | -6.5%
O=C(COC(=O)CCC(=O)c1cccs1)Nc1ccc(F)c(F)c1F | 2.5% | 0.0% | 0.5% | . | -7.3%
Next section.
SMILES | M. tuberculosis | H37Rv inhibition | inhibitors of VEEV | PhoP GFP inhibition | H1N1 NS1A inhibition | others
O=C(CN1CCOCC1)Nc1c(-c2ccccc2)c2cc(Br)ccc2[nH]c1=O | 11.5% | -6.8% | i | -6.3% | -4.8%
COc1ccccc1NC(=O)CSc1nc2[nH]ncc2c(=O)[nH]1 | -9.1% | -10.9% | 2.2% | 2.6% | -8.4%
O=C(O)c1cc(C(=O)C2CCCCC2)c[nH]1 | 3.2% | -4.7% | 1.1% | 4.0% | -4.6%
COc1ccc(C(=O)n2nc(C)cc2C)cc1Br | 14.8% | 1.4% | 1.1% | -11.0% | -8.1%
O=C(NCC(=O)N(c1ccccc1)C(C(=O)NC1CCCCC1)c1ccncc1)c1ccco1 (stereo unspecified) | . | -3.4% | 0.4% | 4.5% | 2.9%
CCOC(=O)[C@H]1[C@H]2COc3ccc(Br)cc3[C@@H]2N2C(=O)c3ccc(C)cc3NC(=O)[C@@]12C | 23.0% | 3.2% | 1.4% | -5.8% | -5.3%
COC(=O)c1ccc2c(c1)SC1=C(CCCC1=O)N2 | -5.1% | 1.7% | 5.8% | -1.7% | 5.4%
CC(C)C(C)NC(=O)COC(=O)/C=C/c1ccc(S(=O)(=O)N2CCc3ccccc32)cc1 (stereo unspecified) | -5.8% | 6.2% | 0.9% | 10.5% | 1.4%
COc1cccc(-n2c(Cn3nc(C(F)(F)F)cc3C)n[nH]c2=S)c1 | -37.0% | -4.2% | i | 0.8% | 1.0%
CNC(=O)C1(CC(C)C)C=CCN1C(C)=O (stereo unspecified) | -18.6% | 3.2% | i | -3.3% | -0.3%
COc1ccc2c(c1)c1nnc(SCC(=O)N3CCCCC3C)nc1n2C (stereo unspecified) | . | . | 8.1% | . | 12.1% | inhibitors of VEEV 10K pilot screen=5.3
COc1ccc(-c2cc(-c3ccccc3)nc(=O)[nH]2)cc1 | 6.4% | 4.2% | 0.2% | -9.2% | 2.5%
CCN(C(=O)COC(=O)/C=C/c1ccc(O)c(OC)c1)C1CCS(=O)(=O)C1 (stereo unspecified) | -6.2% | -10.3% | 1.4% | -7.4% | -6.2%
CC1CCN(C(=O)c2[nH]cnc2C(=O)Nc2nccs2)CC1 | 11.2% | -8.9% | 3.3% | . | -12.9%
